XIAP displacement – small molecules displacing peptide from XIAP – biochemical, IAP family, fluorescence polarization (AID 1018); 200,000 compounds, 0.007% hits; displacement, % at 20 µM, or IC50 in µM where a hit was titrated; XIAP BIR domain, fluorescence polarization peptide displacement; higher % means a stronger effect; in the data active = displacement above about 50%; note: a part of the inactive calls stands beside numbers as strong as those of hits
LYP inhibition – PTPN22 lymphoid phosphatase activity blockers – biochemical, fluorescence intensity, uHTS (AID 1779); inhibition, % at 11.5 µM; hits with a dose series show IC50 in µM; 290,000 compounds, 0.054% hits; recombinant LYP phosphatase, fluorescence intensity; higher % means a stronger effect;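 note: plate controls were vehicle with enzyme for no effect and no enzyme for full effect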
human PMI inhibition – MPI enzyme activity inhibition – biochemical, fluorescence intensity, coupled assay, primary screen (AID 1209) | purified PMI enzyme, coupled fluorescence intensity; higher % means a stronger effect | inhibition, % at 20 µM, or IC50 in µM where a hit was titrated | 190,000 compounds, 0.42% hits;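 note: plate controls were DMSO vehicle for no effect and wells lacking substrate for full effect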
PMI inhibition – human PMI inhibitors, high substrate, primary screen, biochemical, fluorescence intensity, high mannose 6-phosphate (AID 1220); recombinant PMI enzyme, coupled fluorescence intensity; higher % means a stronger effect; inhibition, % at 20 µM, or IC50 in µM where a hit was titrated; 190,000 compounds, 0.66% hits
TNAP activators – stimulation of alkaline phosphatase TNAP activity – biochemical, luminescent, no phosphate acceptor, uHTS, primary screen (AID 1001); purified TNAP, luminescent activation assay, no phosphate acceptor; higher activation fold means a stronger effect; one-dose activation fold at 20 µM; EC50 in µM for titrated hits; 200,000 compounds, 0.03% hits; in the data active = activation fold from about 3, or a potency from the dose series; inactive = the rest, 99 in 100 with activation fold below about 1.6; note: many of its hits are not listed in these tables
M1AAP inhibition – malaria alanyl aminopeptidase activity blockers – biochemical, fluorogenic H-Leu-NHMec substrate, 1536-well (AID 1445) | 220,000 compounds, 0.42% hits | recombinant M1AAP, H-Leu-NHMec fluorogenic kinetic assay; higher % means a stronger effect | inhibition, % at 30 µM; hits with a dose series show IC50 in µM;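 active = primary inhibition above the hit cutoff, then over 50% inhibition at one or more dose response concentrations, cut at about 23% in these data, passing the limit was not always enough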;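 note: plate controls were DMSO full reaction for no effect and no enzyme background for full effect; strong numbers were not always called active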
ER stress rescue – protection against thapsigargin-triggered cell killing – 384-well, CSM14.1, ATP luminescence, primary screen (AID 1222) | 190,000 tested, under 10 active | cellular ATP content (survival), % at 20 µM, or EC50 in µM where a hit was titrated | CSM14.1 thapsigargin-induced death rescue, ATP luminescence; higher % means a stronger effect;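 active = EC50 below 50 µM in the dose-response confirmation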;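 note: death triggered by thapsigargin at about 15 µM added after 2 h compound pretreatment; cell ATP read after overnight thapsigargin exposure of roughly 18 to 22 hours; normalized against plate controls of thapsigargin alone and 5% DMSO vehicle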
P. falciparum M17LAP – P. falciparum M17LAP inhibitors, primary screen, biochemical, fluorogenic H-Leu-NHMec substrate, 1536-well (AID 1619) | recombinant M17LAP, H-Leu-NHMec fluorogenic kinetic assay; higher % means a stronger effect | inhibition, % at 30 µM; hits with a dose series show IC50 in µM | 220,000 compounds, 0.38% hits;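 active = compound inhibiting the enzyme by more than half at any dose during confirmatory dose-response retesting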;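 note: plate controls were full reaction with DMSO carrier for no effect and no enzyme background for full effect; strong numbers were not always called active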
Myeloid diff 2 – myeloid differentiation induction; ER-HoxA9 myeloid progenitors, lysozyme-GFP differentiation, flow cytometry; calls only at 10 µM; 360,000 compounds, 1% hits; AID 624256;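 active = normalized GFP-positive differentiation at or above the plate's own cutoff, the solvent-only control mean plus 3 SD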;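 note: cells exposed to compound for four days before flow analysis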
Myeloid diff 2 GFP+ MAC1+ % – second read-out of Myeloid diff 2, no call of its own (marks repeat the call); GFP+ MAC1+ double positive, %; measured here: differentiation confirmed by MAC1 staining
An asterisk follows results filed as active; i = inactive; . = not tested or not shown; & = joins results of further samples. Cut-off read from the data, not from the text of the source, unless noted: active = inhibition above about 50%; inactive = the rest. Rows are unselected, and some 2.7% of all compounds hit somewhere here.

Start of the data: the first two compounds, ahead of the listing:
Results follow in this order: XIAP displacement	LYP inhibition	human PMI inhibition	PMI inhibition	TNAP activators	M1AAP inhibition	ER stress rescue	P. falciparum M17LAP	Myeloid diff 2	Myeloid diff 2 GFP+ MAC1+ %
CCOc1cc(C2C(C(=O)OC)=C(C)N=C3SCCC(=O)N32)ccc1OC(C)=O (stereo not drawn)
→ -2.3%	-2%	7%	2%	1.1	-5%	0.1%	6%	i	0.3
COc1ccc2oc(=O)c(C(=O)NCc3ccco3)cc2c1
→ -0.6%	-10%	-14%	-13%	1.1	9%	-1.0%	2%	i	0.5

Results, previewed entries included:
Results follow in this order: XIAP displacement	LYP inhibition	human PMI inhibition	PMI inhibition	TNAP activators	M1AAP inhibition	ER stress rescue	P. falciparum M17LAP	Myeloid diff 2	Myeloid diff 2 GFP+ MAC1+ %
CCOc1cc(C2C(C(=O)OC)=C(C)N=C3SCCC(=O)N32)ccc1OC(C)=O (stereo not drawn)
→ -2.3%	-2%	7%	2%	1.1	-5%	0.1%	6%	i	0.3
COc1ccc2oc(=O)c(C(=O)NCc3ccco3)cc2c1
→ -0.6%	-10%	-14%	-13%	1.1	9%	-1.0%	2%	i	0.5
CC(C)(C)c1ccc(S(=O)(=O)NCC(=O)Nc2ccc(-c3nc4ccccc4s3)cc2)cc1
→ -3.2%	0%	14%	5%	1	-2%	-2.6%	2%	i	0.1
Cc1ccc(S(=O)(=O)Nc2c(C)n(C)n(-c3ccccc3)c2=O)cc1
→ -3.6%&-1.3%	-10%&-13%	-5%&-4%	-8%&-10%	1.1&1.2	1%&3%	0.5%&0.1%	8%&-5%	i	0.1&5.1
O=C(COC(=O)c1ccc(Cl)c(S(=O)(=O)N2CCCC2)c1)NC1CCCCC1
→ -4.9%	4%	-37%	-21%	1.1	0%	-0.4%	0%	i	0.3
CC1(C)Cc2nc3sc4c(N5CCCC5)nnnc4c3cc2CO1
→ -0.1%	-6%	.	.	1.1	6%	-0.5%	24%	.	.
O=C(CCN1CCN(c2ccccc2)CC1)N/N=C/c1ccc([N+](=O)[O-])o1
→ -1.1%	1%	11%	31%	1.1	7%	-2.2%	12%	i	1.4
O=C(C1CC(=O)N(c2ccc3c(c2)OCCO3)C1)N1CCN(c2ccccc2)CC1 (stereo not drawn)
→ -5.6%	-6%	-9%	2%	1.2	3%	.	3%	i	0.3
CC(C(=O)Nc1ccc2c(c1)OCO2)c1ccc([N+](=O)[O-])cc1 (stereo not drawn)
→ -4.4%	-5%	1%	6%	1.1	1%	-1.1%	0%	i	0.6
Cc1ccc2sc(NC(=O)CN3C(=O)c4ccccc4C3=O)nc2c1C
→ 0.1%	1%	2%	-3%	1	4%	-3.0%	6%	i	1.9
CC(C)(C)NC(=O)Cn1c(SCC(N)=O)nc2ccccc21
→ -4.5%	-12%	-3%	-11%	1.1	3%	-1.2%	5%	i	0.2
O=c1[nH]c(CNCc2cccnc2)nc2ccccc12
→ 5.7%	-7%	8%	15%	1	8%	0.4%	1%	i	0.5
O=C1/C(=C\Nc2ccc(Cl)cc2)CCN1c1ncccn1
→ -3.1%	-7%	-14%	-1%	1	4%	7.8%	1%	i	0.4
CCNc1nc(NC(C)C)nc(NC(C)(C)C)n1
→ -0.6%	-1%	6%	9%	1.1	-3%	3.3%	2%	i	0.8
CC1(C)NC(=O)N(CCOCCOc2c(Cl)cc(Cl)cc2Cl)C1=O
→ -5.0%	-5%	5%	4%	1	3%	0.6%	10%	i	1.9
COc1ccc(Cl)cc1NC(=S)Nc1cccnc1
→ -4.9%	-5%	11%	15%	0.9	1%	-1.6%	-1%	i	0.8
CS(=O)(=O)N1CCC(C(=O)NCc2ccncc2)CC1
→ -0.9%	-10%	-6%	5%	1.1	-1%	-1.0%	-5%	i	0.4
O=c1[nH]c(SCc2nc3ccccc3c(=O)n2-c2ccccc2)nc2ccccc12
→ -4.6%	-6%	7%	-1%	1.5	9%	-1.7%	17%	i	0.6
O=C(NC(c1ccccc1)c1ccccc1)C1CCCN(S(=O)(=O)c2cnc[nH]2)C1 (stereo not drawn)
→ -2.9%	2%	0%	-1%	1	9%	-0.9%	5%	i	1.0
CN1CCN(Cc2nc3c(c(=O)[nH]c(=O)n3C)n2Cc2c(F)cccc2Cl)CC1
→ -4.1%	-1%	5%	-6%	0.9	.	-1.1%	.	i	3.4
CCn1[nH]c(=O)c(=Nc2c(C)n(C)n(-c3ccccc3)c2=O)cc1-c1ccc(Cl)cc1
→ -2.9%	-7%	-6%	-5%	1	-1%	-0.8%	-2%	i	0.4
O=C(ONC1=NCCCCC1)c1ccc([N+](=O)[O-])cc1
→ -2.1%	-4%	-9%	1%	1.1	-1%	1.2%	-2%	i	0.1
COc1cccc(CC2(CO)CCCN(C(=O)c3cc[n+]([O-])cc3)C2)c1 (stereo not drawn)
→ -2.5%	-5%	-2%	-3%	1	10%	1.2%	-1%	i	0.8
CCC(=O)c1ccc(N2CCN(C(=O)Cc3ccccc3)CC2)c(F)c1
→ -6.8%	0%	15%	14%	1.1	5%	-3.0%	0%	i	2.0
COc1ccc(CNC(=O)CCc2nc(-c3ccccc3F)no2)c(OC)c1
→ 0.6%	-1%	17%	19%	1	5%	.	11%	i	0.6
Cc1ccc(-n2c(Cc3cccs3)nnc2SCC(=O)OC(C)C)cc1
→ -5.6%	-4%	3%	0%	1	-7%	7.8%	9%	i	0.8
CCOc1ccc(C2NC(=O)NC(C)=C2[N+](=O)[O-])cc1OC (stereo not drawn)
→ .	-2%	.	.	.	10%	.	20%	i	0.5
Cc1ccc(C(=O)N(c2ccccn2)C(C)c2ccco2)cc1 (stereo not drawn)
→ -3.3%	-7%	5%	6%	1.1	9%	0.5%	9%	i	1.6
CC(=O)/C(N=Nc1ccc(C(=O)O)cc1[N+](=O)[O-])=C(\C)O
→ .	5%	.	.	.	12%	.	47%	i	1.2
CCOc1ccc(Nc2ncnc3c2cnn3-c2ccccc2)cc1
→ -2.6%	-2%	4%	4%	1.1	8%	-3.0%	3%	i	2.1

(listing goes on)
| Compound | XIAP displacement | LYP inhibition | human PMI inhibition | PMI inhibition | TNAP activators | M1AAP inhibition | ER stress rescue | P. falciparum M17LAP | Myeloid diff 2 | Myeloid diff 2 GFP+ MAC1+ % |
| --- | --- | --- | --- | --- | --- | --- | --- | --- | --- | --- |
| CCCCNC(=O)c1onc(CSc2cccc(OCC)c2)c1C(=O)O | -0.7% | -5% | 16% | 9% | 1 | -8% | -1.7% | 12% | i | 2.0 |
| COc1cc(OC)c2c(c1)C(=O)c1cc(OC)cc(OC)c1C2=O | 0.6% | -3% | -10% | -10% | 1.1 | 5% | -0.8% | 6% | i | 0.6 |
| COC(=O)Cn1ncn2c(cc3oc(C)cc32)c1=O | -12% | 0% | 7% | 12% | 1.2 | -6% | -1.3% | 0% | i | 1.0 |
| O=C(NC(=S)Nc1ccc2cn[nH]c2c1)c1ccccc1 | -6.3% | 1% | 16% | 10% | 1.1 | 18% | . | 5% | i | 1.3 |
| CCCOC(=O)c1[nH]c2c(c1C)C(=O)CC(c1ccc(OC)c(OC)c1)C2 (stereo not drawn) | -5.3% | -8% | 11% | 11% | 1.1 | 11% | 14% | 1% | i | 1.1 |
| Cc1nn(-c2ccccn2)c2c1-c1nc(N)ncc1CC2 | -4.2% | -2% | 4% | 41% | 0.9 | 1% | -5.2% | -25% | i | 0.5 |
| COc1ccc(CNC(=O)C(=O)NCc2cccnc2)cc1 | -3.9% | -7% | 7% | 12% | 1 | 6% | 0.7% | 2% | i | 0.8 |
| CCCOc1ccc(/C=N/NC(=O)CSc2ccccn2)cc1OC | . | 0% | . | . | . | 4% | . | -3% | i | 0.6 |
| Cc1cc(C)nc(N(C#N)Cc2ccc(Br)cc2)n1 | -1.6% | -11% | 11% | 9% | 1.1 | 1% | 2.6% | 2% | i | 1.6 |
| CCN(CC)S(=O)(=O)c1ccc(NC(=O)COc2c(OC)cccc2OC)cc1 | -6.3% | -6% | 9% | 5% | 1 | 9% | 0.9% | 6% | i | 0.9 |
| NS(=O)(=O)c1ccc(NC(=S)NC(=O)c2ccc(Br)o2)cc1 | -7.2% | -4% | 8% | 9% | 0.9 | 2% | 0.5% | 15% | i | 0.1 |
| c1cncc(-c2nnc(-c3cccs3)o2)c1 | -0.5% | -1% | -12% | -12% | 1 | -2% | -1.3% | -8% | i | 0.5 |
| CC(C)C(C)NC(=O)COc1ncnc2sccc12 (stereo not drawn) | -3.8% | -11% | 2% | 2% | 1 | -2% | -1.6% | 20% | i | 0.2 |
| O=C(CCNS(=O)(=O)c1ccc(Br)s1)N1CCCCC1 | -5.6% | -4% | 10% | 14% | 1.1 | 16% | -0.1% | 2% | i | 0.4 |
| COc1cccc(OCC(O)CN2CCN(c3ncccn3)CC2)c1 (stereo not drawn) | -11% | -7% | -8% | -6% | 1 | 11% | -1.6% | 13% | i | 0.2 |

Random excerpt: two entries already listed
| Compound | XIAP displacement | LYP inhibition | human PMI inhibition | PMI inhibition | TNAP activators | M1AAP inhibition | ER stress rescue | P. falciparum M17LAP | Myeloid diff 2 | Myeloid diff 2 GFP+ MAC1+ % |
| --- | --- | --- | --- | --- | --- | --- | --- | --- | --- | --- |
| CCCOc1ccc(/C=N/NC(=O)CSc2ccccn2)cc1OC | . | 0% | . | . | . | 4% | . | -3% | i | 0.6 |
| O=C(CCNS(=O)(=O)c1ccc(Br)s1)N1CCCCC1 | -5.6% | -4% | 10% | 14% | 1.1 | 16% | -0.1% | 2% | i | 0.4 |

More results
| Compound | XIAP displacement | LYP inhibition | human PMI inhibition | PMI inhibition | TNAP activators | M1AAP inhibition | ER stress rescue | P. falciparum M17LAP | Myeloid diff 2 | Myeloid diff 2 GFP+ MAC1+ % |
| --- | --- | --- | --- | --- | --- | --- | --- | --- | --- | --- |
| CC(c1ccccc1)C1C(C#N)=C(N)SC(N)=C1C#N (stereo not drawn) | -6.2% | 1% | 17% | 27% | 1.2 | 9% | -2.3% | 5% | i | 1.7 |
| O=C(Nc1ccc(N2C(=O)CCC2=O)cc1Cl)c1cccs1 | -3.7% | -6% | -7% | -4% | 1 | . | 1.0% | . | i | 0.1 |
| COc1ccc(Cl)cc1NC(=O)CN(C)CC(=O)NC(C)c1ccccc1 (stereo not drawn) | -7.8% | -4% | -12% | -10% | 1.1 | -2% | -0.5% | -2% | i | 0.8 |
| O=C(CCN1C(=O)/C(=C/C=C/c2ccccc2)SC1=S)Nc1ccccn1 | -6.8% | 6% | -9% | 19% | 0.8 | 6% | -2.8% | 14% | . | . |
| Cc1nn(C2CCCCC2)c(N)c1-c1ccccc1 | -4.7% | -12% | 3% | -8% | 1.1 | -8% | 1.3% | -1% | i | 0.4 |
| O=C(NCCCl)Nc1ccc(Cl)c([N+](=O)[O-])c1 | -4.4% | -6% | -35% | -25% | 1 | 2% | 0.2% | -1% | i | 0.5 |
| CN(CCCNC(=O)c1ccc(N2CCCC2=O)cc1)c1ccccc1 | -12% | -8% | 6% | 17% | 1 | 0% | -0.1% | -8% | i | 1.3 |
| CCOCCCNC(=O)N[C@@H](Cc1ccccc1)C(=O)OC | -4.7% | 2% | -4% | -2% | 1.1 | 3% | -0.4% | -9% | i | 0.4 |

High-throughput results (PubChem)
